Source: PubChem
RAD54 inh = RAD54 (human) branch migration inhibition | Q92698 | RAD54 Holliday junction branch migration, FAM/BHQ fluorescence | inhibition, % at 10.4 µM | 360,000 compounds, 0.14% hits | AID 602329;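 active = mean normalized replicate activity at least 40 and at least half of replicates scoring 40 or more; inconclusive = only one of the two criteria met; inactive = mean below 40 and under half of replicates reaching 40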;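 note: 0% = median of neutral control wells and 100% = median of positive control wells; inhibitors cause a drop in the FAM fluorescence signal; in these data hits start at about 50%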
Target sequence (Q92698 whole entry, looked up): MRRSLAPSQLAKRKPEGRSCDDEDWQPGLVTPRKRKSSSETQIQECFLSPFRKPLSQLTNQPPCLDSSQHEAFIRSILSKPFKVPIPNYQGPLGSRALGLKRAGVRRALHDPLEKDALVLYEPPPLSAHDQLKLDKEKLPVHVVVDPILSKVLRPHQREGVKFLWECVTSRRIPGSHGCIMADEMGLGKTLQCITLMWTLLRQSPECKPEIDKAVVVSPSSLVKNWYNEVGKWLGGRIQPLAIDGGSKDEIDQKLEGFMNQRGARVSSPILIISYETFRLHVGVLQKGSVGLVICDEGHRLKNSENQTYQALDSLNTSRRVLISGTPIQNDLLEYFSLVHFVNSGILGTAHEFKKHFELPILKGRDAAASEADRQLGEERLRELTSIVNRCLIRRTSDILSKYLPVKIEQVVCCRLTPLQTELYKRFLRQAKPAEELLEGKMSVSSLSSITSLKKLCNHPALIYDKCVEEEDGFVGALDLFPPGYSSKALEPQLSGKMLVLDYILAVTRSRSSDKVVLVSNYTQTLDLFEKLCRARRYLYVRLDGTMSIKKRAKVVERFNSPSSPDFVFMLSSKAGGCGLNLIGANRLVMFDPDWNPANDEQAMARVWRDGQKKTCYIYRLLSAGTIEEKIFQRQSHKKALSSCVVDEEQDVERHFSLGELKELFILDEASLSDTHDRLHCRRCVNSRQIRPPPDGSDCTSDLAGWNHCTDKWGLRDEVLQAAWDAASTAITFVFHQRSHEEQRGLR
esBAF inh = inhibitors of esBAF chromatin remodeling in mouse ES cells; Bmi1-luciferase knock-in reporter, 24 h; 100% = twice the neutral-well signal; reporter increase, % at 12.5 µM; AID 602393; 350,000 compounds, 2% hits; in the data active = activation above about 40%; inconclusive = no clear call, values can overlap the other calls;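 note: 0% = median of the plate's neutral control wells and 100% = double that signal; a rise in the Bmi1 reporter signal indicates esBAF inhibition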
* hit, by the source's call; ? = inconclusive.

structure,RAD54 inh,esBAF inh
COC(=O)c1[nH]c2cccc(Cl)c2c1NC(=O)CN(C)C1CCCCC1,3,-4
Cc1ccccc1S(=O)(=O)c1c(C)cc(C)n(CC(C)C)c1=O,-11,-1
CCCCCCNC(=O)C(C(=O)OCC)C1CCCCC1 (centres undefined),-4,-6
COCc1cc(C)nc2sc(C(=O)NC3CCCCC3)c(N)c12,2,1
O=C(CSc1nc2sc3c(c2c(=O)n1-c1ccccc1)CCCC3)N/N=C/c1ccc(C(=O)O)cc1,-18,4
CCCCNC(=O)Nc1cc(C(=O)OC)ccc1C,9,-8
Cc1cc(/C=C2\C(=N)N3C(SCc4ccccc4)=NSC3=NC2=O)c(C)n1Cc1ccccc1,-19,1
O=C(Nn1nnnc1Nc1ccccc1)C12CC3CC(CC(C3)C1)C2,-4,5
CC(C)C1C2=C(CC(C)(C)CC2=O)ON1c1ccccc1 (centres undefined),-10,-2
O=C(c1ccc(Br)o1)N1CCN(c2ccccn2)CC1,-15,9
N#CCCn1c(SCC(=O)c2c[nH]c3ccccc23)nc2ccccc21,-9,-3
COc1ccccc1N1CCN(C(=O)c2c(C)cc(=O)oc2C)CC1,0,-2
CCOC(=O)c1cnc2nc(NCc3ccc(OC)c(OC)c3)[nH]n2c1=O,-6,1
COc1ccc(C(c2nnnn2C2CCCC2)N2CCC(C)CC2)c(OC)c1 (centres undefined),2,-1
COc1ccccc1NC(=O)C1=C(C)NC(=O)NC1c1cccc(OC)c1OC (centres undefined),-8,-1
O=C(c1nc2ncccn2n1)N1CCN(c2ccc(F)cc2)CC1,-22,0
Cc1ccc(-c2nnc(SCC(=O)Nc3sc(C)c(C)c3C#N)n2C)cc1,-7,-6
CCn1nc(C)c(/C=N/NC(=O)Cc2ccc(Cl)cc2)c1C,5,64*
COc1cccc(C(=O)Nc2cccc(-c3nc4ncccc4o3)c2C)c1,2,-5
Nc1nonc1-c1nc2ccccc2n1CC(=O)N/N=C\c1ccc(-c2ccc(Cl)cc2)o1,-2,-10
Cc1nn(CCc2nn[nH]n2)c2nc(C(F)(F)F)cc(C(F)(F)F)c12,-8,-1
O=C(C1CCN(S(=O)(=O)c2cccc3nsnc23)CC1)N1CCc2ccccc21,1,3
COc1ccccc1-c1cc(C(=O)NC(C)c2ccccc2)no1 (centres undefined),5,-3
c1ccc(-c2nn3nnnc3c3ccccc23)cc1,4,-1
COC(=O)C1=C(N)Oc2cc(C)n(CCc3ccccc3)c(=O)c2C1c1cccnc1 (centres undefined),1,1
COc1ccnc(N=CNOCc2ccc(C)cc2)c1C#N,-2,-2
O=C(COC(=O)C1(c2ccccc2F)CCCC1)N1CCOCC1,0,4
CCCCn1c(SCC(=O)Nc2nnc(C)s2)nnc1-c1ccoc1C,-17,-3
Cc1ccc(-c2nn(C)c(=O)c3ccccc23)cc1S(=O)(=O)NCCN1CCOCC1,-9,2
O=C(C1CCCN(S(=O)(=O)c2cccs2)C1)N1CCc2ccccc2C1 (centres undefined),-2,1
COCCNC(=O)c1ccccc1NC(=O)c1ccccc1N(C)S(=O)(=O)c1ccc(C)cc1,-4,-2
CC1=CCC2C(=O)N(c3nc4ccccc4n3C)C(=O)C2C1 (centres undefined),-27,-1
CCc1ccc2nc(N(CCN(C)C)C(=O)/C=C/c3cccs3)sc2c1,11,5
CCCCCOC(=O)c1[nH]c2c(c1C)C(=O)CC(c1ccco1)C2 (centres undefined),-1,-49
CCC(c1nnnn1C1CCCC1)N1CCN(c2ccccc2)CC1 (centres undefined),6,-2
CC1(C)N=C(N)N=C(N)N1c1ccccc1,-7,-7
CCOC(=O)/C=C1\SCC(=O)N1CC(=O)Nc1ccc(C(C)C)cc1,-6,-4
Cc1c(Cl)cccc1NC(=O)c1cc(-c2ccccc2O)n[nH]1,-7,49*
CCOc1ccc(-n2ccnc2SCC(=O)Nc2nnc(C)s2)cc1,-11,-4
O=C(CN(c1ccc(Cl)cc1)S(=O)(=O)c1ccccc1)N/N=C/c1ccco1,6,5
O=C1N(Cc2ccccc2F)c2ccccc2C12OCCCO2,-7,-5
Cc1ccc(N2C(=O)CSC2c2ccccn2)cc1Cl (centres undefined),-1,-4
CC(C)Oc1ccc(/C=N/NC(=O)C2CCCN2S(=O)(=O)c2ccc(Cl)cc2)cc1 (centres undefined),-3,8
COc1ccc2[nH]c(=O)c(CN(CC3CCCO3)C(=O)Nc3ccc(F)cc3)cc2c1 (centres undefined),3,-3
COC(=O)c1ccc(C23CC4(C2)[C@H](CN(Cc2ccc(C(F)(F)F)cc2)[C@@H]4c2ccccc2)C3c2ccccc2)cc1 (some centres undefined),1,-3
COC(=O)Nc1nc(-c2ccccc2)c(C(=O)c2ccc(Cl)cc2)s1,3,-15
NS(=O)(=O)c1ccc(NC(=O)N[C@@H](Cc2ccccc2)C(=O)O)cc1,3,-4
CCOC(=O)C1=C(CNCc2ccccc2Cl)NC(=O)NC1c1ccc2c(c1)OCO2 (centres undefined),-9,5

Printed as active in esBAF inh, among the entries above:
molecule	esBAF inh
CCn1nc(C)c(/C=N/NC(=O)Cc2ccc(Cl)cc2)c1C	64*
Cc1c(Cl)cccc1NC(=O)c1cc(-c2ccccc2O)n[nH]1	49*

Next part
structure,RAD54 inh,esBAF inh
Cc1ccc(C(=O)NC2CCCCCC2)cc1N1CCCC1=O,-8,29
CCOc1ccc(NC(=O)CSC(N)=O)cc1,-10,-4
CC(C)(C)C(=O)N1CCN(C(c2ccccc2)c2ccccc2)CC1,-7,-7
Cc1ccc(CNc2ccc(N3CCOCC3)cc2)s1,2,24
CCOC(=O)c1c(C)[nH]c(C(=O)COc2ccc3c(c2)OCO3)c1C,-13,?
Cc1cc(C(=O)N2CCN(c3ccccc3)CC2)c(C)o1,1,4
Cc1cccc(NC(=O)CSc2nnnn2-c2cccnc2)c1,11,-4
CCOc1cc(/C=N/n2cnnc2)cc(Br)c1O,10,4
COc1ccc2c(CC(=O)Nc3c(C)n(C)n(-c4ccccc4)c3=O)coc2c1,-2,0
COC(=O)CNC(=O)c1nn(-c2cccc(OC)c2)c(=O)c2ccccc12,-6,6
CCCC(c1nnnn1Cc1ccccc1)N1CCN(c2ccccc2OC)CC1 (centres undefined),-8,8
CNc1nc(Cl)nc(NC(C)(C)C)n1,-4,-8

Of the compounds above, these contain bromine.
structure,RAD54 inh,esBAF inh
O=C(c1ccc(Br)o1)N1CCN(c2ccccn2)CC1,-15,9
CCOc1cc(/C=N/n2cnnc2)cc(Br)c1O,10,4

The list continues:
structure,RAD54 inh,esBAF inh
O=C(O)/C=C/C(=O)Nc1ccccc1-c1ccccc1,-7,6
NC(=O)C1CCN(Cc2nc3cc(Cl)ccc3c(=O)[nH]2)CC1,-5,-11
O=c1[nH]c(NCCO)nc2ncn(Cc3ccccc3)c12,5,-2
COc1ccc(Oc2c(Cl)cnn(-c3ccc(F)cc3)c2=O)cc1,5,3
Cc1nn(C)c(C)c1Sc1ccc(Br)cc1,-13,8
Cc1ccccc1-c1noc(-c2ccccc2C(=O)N2CCCC2)n1,-2,6
C/C(Cl)=C/Cn1c(N2CCCC2)nc2c1c(=O)n(C)c(=O)n2C,-4,3
CCOC(=O)C(NS(=O)(=O)c1ccccc1)(C(F)(F)F)P(=O)(OC(C)C)OC(C)C (centres undefined),-7,0
CCOC(=O)/C(O)=C/c1ncc(C(F)(F)F)cc1Cl,-5,-7
CCOc1ncccc1C(=O)OCC(=O)NCCc1ccccc1,5,-5
O=C(CCN1CCCC1)Nc1cccc(Br)c1,-2,0
CCOC(=O)N1CCN(CC(=O)Nc2c(C(=O)OC)[nH]c3ccc(Cl)cc23)CC1,-1,-16

Three compounds picked at random from those above:
structure,RAD54 inh,esBAF inh
COc1ccc(Oc2c(Cl)cnn(-c3ccc(F)cc3)c2=O)cc1,5,3
CCOC(=O)/C(O)=C/c1ncc(C(F)(F)F)cc1Cl,-5,-7
O=C(CCN1CCCC1)Nc1cccc(Br)c1,-2,0

The listing continues.
structure,RAD54 inh,esBAF inh
O=C(Nc1scc(-c2ccc(F)cc2)c1C(=O)O)c1ccco1,-21,26
CCCCc1ccc(NC(=O)COCC)cc1,0,33
Cc1ccc(C(c2cc(Cl)c3cccnc3c2O)N2CCN(C)CC2)cc1 (centres undefined),8,-1
CN(CC1CCCO1)S(=O)(=O)c1ccc(C(=O)Nc2nc(-c3ccccn3)cs2)cc1 (centres undefined),2,-5
COc1ccc(NC(=O)c2cccnc2)c(OC)c1,3,2
C[C@@H]1O[C@@H](OC[C@H]2O[C@@H](Oc3cc(O)c4c(=O)cc(-c5ccc(O)c(O)c5)oc4c3)[C@H](O)[C@@H](O)[C@@H]2O)[C@H](O)[C@H](O)[C@H]1O,24,-12
CCOC(=O)c1sc(N(C)C)nc1-c1ccccc1,-2,-2
CCOC(=O)c1c(CN(C)C)n(C)c2ccc(OC(C)=O)cc12,-3,-6
O=C(CN(Cc1ccco1)C(=O)CNS(=O)(=O)c1ccc(Cl)cc1)NCc1ccc(F)cc1,-2,-7
O=C(O)C(S)C(S)C(=O)O (centres undefined),6,2
Cc1ccc(S(=O)(=O)N/N=C/c2c(C)nn(-c3ccccc3)c2C)cc1,1,-6
COc1ccc(OCCCCOc2ccccc2Cl)cc1,3,9
CCC(NC(=O)c1ccccc1O)c1ccccc1 (centres undefined),-12,16
Cc1ccc(C(=O)/C=C2\NCC(C)NC2=O)cc1 (centres undefined),8,-62
Brc1ccccc1Cn1c(-c2cscn2)nc2ccccc21,3,-7
N#C/C(=C(\O)c1ccco1)c1ccccn1,-14,26
NC(=O)CSc1nnc(-c2cc(-c3cccs3)nc3ccccc23)o1,-3,-10
COc1ccc(OC)c(CNC(=O)C2CCCN(c3nc4ccccc4o3)C2)c1 (centres undefined),-11,4
CCc1ccc(C(=O)COC(=O)c2cnccn2)cc1,6,-11
O=C(COC(=O)c1ccccc1O)Nc1ccc(OC(F)F)cc1,-16,?
COC(=O)Cc1c(C)nc2nc(-c3ccccc3)[nH]n2c1=O,-5,9
CCOC(=O)CCNC(=O)c1ccccc1Br,6,1
Cc1ccc(NC(=O)CN(C)C(=O)CN2C(=O)NC(C)(c3ccccc3)C2=O)cc1 (centres undefined),-2,-10
O=c1c(Cc2ccc(Cl)cc2)c(O)ccn1Cc1cccc(Cl)c1,-9,0
Cc1cccc2cc3c(NC(=O)C(C)C)nn(C)c3nc12,-5,-9
COC(=O)Cc1cc(=O)n2[nH]c(C)c(-c3ccccc3)c2n1,2,-11
Cc1cc(F)ccc1NCc1ccncc1,0,3
Cc1nc2ccccn2c1C(=O)NC1CCCCC1,4,-7
Cc1ccc(NC(=O)C2CCCN2C(=O)Oc2ccccc2)cc1 (centres undefined),-1,-4
Cc1cc(C)cc(OCC(=O)OCC(=O)Nc2ccc(Cl)cn2)c1,0,-2
CCCCCCCC(=O)N/N=C/c1cccnc1,-11,-1
COc1cccc(-n2c(SCC(=O)Nc3cc(C)on3)nc3ccccc3c2=O)c1,-13,0
COc1ccccc1N1CCN(Cc2nc3ccsc3c(=O)[nH]2)CC1,-9,7
CCn1c(C)c(C(C)=O)c(SC)nc1=S,-7,-8
CC1=CC(=O)OC1Cc1ccncc1 (centres undefined),5,-6
NS(=O)(=O)c1ccc(CCNC(=O)C2CCN(S(=O)(=O)c3cccc4cccnc34)CC2)cc1,-5,0
CCCn1c(SCC(N)=O)nnc1C(C)C,24,-12
CCc1ccc(N(CC(=O)Nc2ccc(OC)cc2OC)S(C)(=O)=O)cc1,-3,9
COc1ccc(C(C)=O)cc1CN1C(=O)NC2(CCCCC2)C1=O,-5,-7
Cc1ccccc1NC(=O)c1c(-c2ccccc2)noc1C,-4,-7
Cc1sc2nc(SCC(=O)NCc3ccco3)n(CCc3ccccc3)c(=O)c2c1C,-13,-1
COc1ccc(N2CCN(C(=O)CN3C(=O)c4ccccc4S3(=O)=O)CC2)cc1,-3,-9
FC(F)(F)c1cccc(CON=C2CCN(c3ncc(C(F)(F)F)cc3Cl)CC2)c1,-2,-7
CCC(C(=O)NC1CCCC1)N(C(=O)Cn1nnc(-c2ccc(OC)c(OC)c2)n1)C1CCCCC1 (centres undefined),-1,6
Cc1nc(SCC(=O)Nn2c(-c3ccccc3)nc3ccccc3c2=O)n[nH]1,-4,-3
COc1ccccc1NC(=O)CSC1=NC(=O)C(NC(C)=O)C(=O)N1 (centres undefined),-1,-1
COc1ccc(-c2cc(C(F)(F)F)n3ncc(C(=O)NCc4ccco4)c3n2)cc1,-6,-9
CCNC(=O)CC1C(=O)N(C)C(=S)N1NC(=O)c1ccc(Cl)cc1 (centres undefined),-10,-4
O=C(NC1(C(F)(F)F)NC(=O)N(Cc2ccco2)C1=O)c1cccs1 (centres undefined),6,-1
CCNc1nc(NC(C)C)nc(N(C#N)C(C)C(=O)N(C)C)n1 (centres undefined),-7,-2
Cc1ccc(NC(=O)Cc2ccc(F)cc2)cc1,-7,18
CCOc1ccc(C(=O)Nc2cccc(C)n2)cc1,-1,-32
O=C(Nc1ccc(Cl)cc1)OC(CN1CCCCC1)C(F)(F)F (centres undefined),4,5
CS(=O)(=O)N1CCC(C(=O)NCC2CCCO2)CC1 (centres undefined),-2,-7

Only part of the results is shown (hit frequency here may not be typical).
